HCMV antiviral: inhibitors of human cytomegalovirus; 4.5% of 410,000 active; HFF cells, HCMV-luciferase reporter, 72 h; stronger effect = lower value; activity change, negative = inhibition, % at 57.5 µM; in the data active = activity change below about -60%; inconclusive = no clear call, values can overlap the other calls; inactive = above about -39%
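Inhibition of viral replication was scored as loss of reporter luminescence in HFFs infected with HCMV-luciferase (MOI 1 PFU/cell) for 72 h; compounds tested at 2 doses, normalized to buffer and Salinomycin controls.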
An asterisk follows results filed as active; u = inconclusive. % is set by controls: 0 for no effect and ±100 for the full control effect. Some of the compounds tested, so the mix of outcomes need not match the whole.

SMILES	HCMV antiviral
CCOC1=C2CN(S(=O)(=O)c3ccccc3)[C@@H](c3ccccc3)C[C@H]2[C@H]2C(=O)N(c3ccccc3)C(=O)[C@H]2C1	23
Cn1cc(-c2ccc3c(c2)N(CC2CCCCC2)C(=O)COC3)cn1	20
Cc1cccc(N2CCN(C(=O)c3c(-c4ccccc4Cl)noc3C)CC2)c1C	u
Cc1cccc(CN2C(=O)[C@H]3Cc4c([nH]c5ccccc45)C(C)(C)N3C2=O)c1	37
COc1ccc(Sc2cccc3c2S(=O)(=O)N([C@H](C)c2ccccc2)C[C@@H](COCc2ccccc2)O3)cc1OC	-27
COc1ccc(Nc2cc3[nH]c(-c4ccc(C(=O)N(C)C)cc4)cc3cn2)c(OC)c1	38
Cc1nc(-c2ccccc2C(C)C)nc(NCc2ccc(-c3cccnc3)cc2)c1C	28
CCCCNC(=O)O[C@H]1CC[C@@]23CCCN2C(=O)CCC[C@H]3[C@H]1Cc1ccccc1	-17
O=c1[nH][nH]c2c([N+](=O)[O-])ccc(F)c12	-61*
Cc1cccc(C)c1N1C(=O)C(CCc2ccccc2)N(C(=O)c2ccc(F)cc2)c2ccccc21 (centres undefined)	u
O=C(NCc1ccco1)N[C@H]1CC[C@@]23CCCN2C(=O)CCC[C@H]3C1Cc1ccccc1 (some centres undefined)	6
O=C1[C@@H]2CSCCS(=O)(=O)N2C(=O)N1C1CCCCC1	-19
CCCC(=O)OC[C@H]1CN(C2CCCC2)S(=O)(=O)c2c(Oc3ccc(F)cc3OC)cccc2O1	-23
COc1ccccc1CCn1cnc(-c2ccc(F)cc2F)c1CC(C)C	-84*
FC(F)(F)c1cc(-c2cnc3ccc(NCc4ccco4)nn23)cc(C(F)(F)F)c1	-10
O=C(N[C@H]1CC[C@@]23CCCN2C(=O)CCC[C@H]3[C@H]1Cc1ccccc1)c1ccc(C(F)(F)F)cc1	-1
Cc1ccccc1C(=O)N[C@H](C(=O)N1CCC[C@H]1C(=O)NCCc1ccccc1Cl)C(C)C	u
COC(=O)[C@@H]1[C@@H](CO)[C@@H]2Cn3c(ccc(Br)c3=O)[C@H]1N2C(=O)CN(C)C	19
O=C(CNSc1ccc([N+](=O)[O-])cc1[N+](=O)[O-])OCc1ccccc1	-24
COc1cc(-c2cc(=O)c3c(O)cc(O)cc3o2)cc(OC)c1OC	10
COc1cccc2c1O[C@H]1C(=O)CC[C@H]3CN(C)CCC231 (some centres undefined)	17
O=C(Nc1ccccc1OC(F)F)c1ccn2ccnc2n1	9
OCCNc1nc(Nc2ccccc2O)nc(N2CCCC2)n1	-3
Cc1cc(NCCc2c[nH]c3ccccc23)ccc1Nc1cccnc1	-87*
Nc1ccc(Cl)cc1	-4

Other entries follow.
SMILES	HCMV antiviral
CCOP(=O)(OCC)c1c2c(cc3ccc(Cl)cc13)CCC2	-10
O=S(=O)(NCc1ccc(Cl)cc1)c1ccc(Br)cc1C1CC[C@@H](O)C1 (some centres undefined)	-6
COc1ccc(-c2nc3c(C)cc(Br)cn3c2Cc2ccccc2C(F)(F)F)cc1OC	-17
COc1ccc2c(c1)[C@@H](NC(=O)OCc1ccccc1)[C@H](C)[C@@H](c1ccccc1)N2	13
CC(C)N(C[C@@H]1CSCCS(=O)(=O)N1)C1CCCCC1	-11
COc1ccc(O)c(O)c1/C=C1\[C@@H](C)CCC2C(C)(C)CCC[C@]12C (some centres undefined)	3
O=C(NCc1ccccc1)C(Nc1ccccc1)c1ccccc1F (centres undefined)	-8
CCCCOCC1CN(CCCC)S(=O)(=O)c2c(cccc2Sc2ccc(SC)cc2)O1 (centres undefined)	22
Oc1cccc(Nc2nccc3[nH]c(-c4cccc(OC(F)(F)F)c4)nc23)c1	-14
O=C(NCc1ccc2c(c1)OCO2)[C@@H]1[C@@H](CO)[C@@H]2Cn3c(cccc3=O)[C@H]1N2Cc1cccnc1	19
CC(C)NC(=O)N1CC(=O)N2[C@H](CO)[C@@H](c3ccc(Br)cc3)[C@H]2C1	1
C[C@@H]1C=CCCO[C@]12C(=O)N(Cc1ccccc1C(F)(F)F)c1ccccc12	u
CC(C)(C)S(=O)N1C[C@@H]2CC(=O)C(CCO)=C2[C@H]1CCO (some centres undefined)	8
CCOC(=O)C1=CCN(S(=O)(=O)c2ccc(Br)cc2)C1c1cccc(F)c1 (centres undefined)	-36
Cc1ccccc1CN1[C@@H](C)[C@H](c2ccccc2)Oc2cccc(N3CCCC3)c2S1(=O)=O	u
CC(C)Oc1ccc(Nc2cc3[nH]c(-c4cccc(F)c4)cc3cn2)cc1	-30
C[C@@H]1CN([C@H](C)CO)C(=O)c2cc(NC(=O)Nc3ccc(F)cc3)ccc2O[C@@H](C)CCCCO[C@@H]1CN(C)C(=O)CCCN(C)C	-27
CC(=C1SC(=S)NC1=O)c1ccc(Cl)c(O)c1	23
C=C1CCN([C@@H](CC(C)C)C(=O)Nc2nc3ccc(Cl)cc3s2)S(=O)(=O)c2ccccc21	-2
COC(=O)C1=CC(=O)N2CCN=C2S1	1
COC(=O)C1=C(C)N(Cc2ccc(C(F)(F)F)cc2)C(=NCc2ccc3c(c2)OCO3)NC1c1cccc(Cl)c1 (centres undefined)	-100*
COc1ccc(NC(=O)N(C)C[C@@H]2OCc3cnnn3CCCC(=O)N([C@H](C)CO)C[C@H]2C)c(OC)c1	-12
COc1ccc2c(c1)C(n1ccc3ccccc31)C(=O)N2Cc1ccc(C(F)(F)F)cc1 (centres undefined)	27
N#Cc1ccc2nc(-c3ccc(CN4CCC(c5nc6ccccc6[nH]5)CC4)cc3)c(-c3ccccc3)nc2c1	10
Cc1cc(C)c(S(=O)(=O)N[C@H]2CC[C@@]34CCCN3C(=O)CCC[C@H]4[C@H]2C)c(C)c1	19

New compounds follow.
SMILES	HCMV antiviral
CCCCN(CCCC)CCCNC(=O)Cn1cc(C)c(=O)[nH]c1=O	-6
OC(c1ccc(Cl)cc1)c1nnc(Nc2ccc(F)c(Cl)c2)s1 (centres undefined)	-63*
Nc1ccc2ccc(NS(=O)(=O)N3CCCCC3)cc2c1	7
CCOc1ccc(Cl)cc1Nc1nc(NCCO)nc(N2CCCC2)n1	-24
C#CCN1C(=O)CC[C@@H](S(=O)(=O)c2ccccc2)[C@@H]1c1ccccc1	1
O=C(NC(=O)c1c(F)cccc1F)Nc1ccc(Cl)c(Oc2ncc(C(F)(F)F)cc2Cl)c1	-16
CCCCN=CN1c2ccccc2-n2cccc2C1c1ccc(CC)cc1 (centres undefined)	52
Cc1c(CC(=O)NCC(=O)NCC(=O)N[C@@H](Cc2ccccc2)C(=O)O)c(=O)oc2c(C)c(O)ccc12	13
COc1cc(C)ccc1Oc1ccc2c(-c3ccccc3)noc2n1	-20
CC1CCCC(C)N1C(=O)c1ccccc1 (centres undefined)	23
COc1cc(CCN)c(OC)cc1C	60
CCOC(=O)/C=C/[C@@H](CCCCOCc1ccccc1)NC(=O)C(F)(F)F	-7
CCCCCCCCN1C(=O)[C@@H](CC(=O)NCCCCc2ccccc2)C[C@@]2(C(=O)OC)C1=C[C@H](C(C)(C)C)O[C@@H]2C	-30
COC(=O)[C@H]1[C@H](CO)[C@H]2Cn3c(ccc(Br)c3=O)[C@@H]1N2S(=O)(=O)c1cn(C)cn1	-10
COC1C(=O)CCC2(CO2)C1(O)C1(C)OC1CC=C(C)C (centres undefined)	-76*
CC(C)(C)S(=O)(=O)N1Cc2cc(CO)ccc2[C@H]1CCO	10
Cc1ccc(CNC(=O)O[C@H]2CC[C@@]34CCCN3C(=O)CCC[C@H]4[C@H]2Cc2ccccc2)cc1	-1
Cn1cc(Cc2ccc(C(=O)NC34CC5CC(CC(C5)C3)C4)cn2)c2ccccc21	-16
COC(=O)[C@@]1(Sc2ccc(OC)cc2)CC(=O)N(c2ccc(OC(C)C)cc2CO)[C@@H]1c1ccc(OC(C)C)c(OC)c1	18
CCOC1=CC(=O)N(CCC(=O)NCc2ccc(C)cc2)C1	2
CSc1sc(C(=O)NN)c2c1C(O)CCC2 (centres undefined)	-24
C[C@H](CO)N1C[C@H](C)[C@@H](CN(C)S(=O)(=O)c2ccc(F)cc2)Oc2cc(Br)ccc2S1(=O)=O	-2
CCC[C@H]1[C@H](NCc2cccs2)CC[C@@]23CCCN2C(=O)CCC[C@@H]13	6
CC(C)(C(=O)Nc1ccccc1)n1cc(NC(=O)c2ccc3ccccc3n2)cn1	59
CC(C)c1ccc(NC(=O)N[C@H]2CC[C@@]34CCCN3C(=O)CCC[C@H]4[C@H]2C)cc1	-13

Given with bars between the fields: part of the list above.
mol | HCMV antiviral
CCCCN(CCCC)CCCNC(=O)Cn1cc(C)c(=O)[nH]c1=O | -6
OC(c1ccc(Cl)cc1)c1nnc(Nc2ccc(F)c(Cl)c2)s1 (centres undefined) | -63*
Nc1ccc2ccc(NS(=O)(=O)N3CCCCC3)cc2c1 | 7
CCOc1ccc(Cl)cc1Nc1nc(NCCO)nc(N2CCCC2)n1 | -24
C#CCN1C(=O)CC[C@@H](S(=O)(=O)c2ccccc2)[C@@H]1c1ccccc1 | 1
O=C(NC(=O)c1c(F)cccc1F)Nc1ccc(Cl)c(Oc2ncc(C(F)(F)F)cc2Cl)c1 | -16
CCCCN=CN1c2ccccc2-n2cccc2C1c1ccc(CC)cc1 (centres undefined) | 52
Cc1c(CC(=O)NCC(=O)NCC(=O)N[C@@H](Cc2ccccc2)C(=O)O)c(=O)oc2c(C)c(O)ccc12 | 13
COc1cc(C)ccc1Oc1ccc2c(-c3ccccc3)noc2n1 | -20
CC1CCCC(C)N1C(=O)c1ccccc1 (centres undefined) | 23
COc1cc(CCN)c(OC)cc1C | 60
CCOC(=O)/C=C/[C@@H](CCCCOCc1ccccc1)NC(=O)C(F)(F)F | -7
CCCCCCCCN1C(=O)[C@@H](CC(=O)NCCCCc2ccccc2)C[C@@]2(C(=O)OC)C1=C[C@H](C(C)(C)C)O[C@@H]2C | -30
COC(=O)[C@H]1[C@H](CO)[C@H]2Cn3c(ccc(Br)c3=O)[C@@H]1N2S(=O)(=O)c1cn(C)cn1 | -10

(more compounds)
SMILES	HCMV antiviral
C[C@H](O)[C@@H]1C(=O)N2CCc3c([nH]c4c(-c5ccc6c(c5)OCO6)cccc34)[C@@H]2C[C@@H]1N(C)C(=O)c1ccco1	-32
Nc1nc2cc3c(cc2cc1C(=O)NCCc1c[nH]c2ccccc12)OCO3	u
CCN(C)C(=O)C1=COC2=NC(=O)N(Cc3cccc(Cl)c3)CCN12	-7
O=S1(=O)N[C@@H](Cc2ccccc2)COc2cccc(NCCCN3CCOCC3)c21	-11
CN(C)CCCCl	1
Cc1ccccc1NS(=O)(=O)c1ccc2c(c1)CCC(=O)N2	35
Fc1cccc(-c2cc3cnc(Nc4cccc(C(F)(F)F)c4)cc3[nH]2)c1	-37
OC1CCC(Nc2nccc3[nH]c(-c4cccc(C(F)(F)F)c4)nc23)CC1 (centres undefined)	4
Cc1cccc(-c2nc3c(NCc4cccc(N(C)C)c4)nccc3[nH]2)c1	14
COc1ccc(S[C@]2(c3nc(C)no3)CC(=O)N(C(=O)C3CC3)[C@@H]2c2ccc(OC)cc2)cc1	-17
COC(=O)[C@]12C[C@H](CC(=O)NCCC(C)C)C(=O)N(CCc3ccc(OC)c(OC)c3)C1=C[C@H](C(C)(C)C)O[C@@H]2C	13
Cc1nc(CN(C)c2ncnc3ccc(-c4ccc5c(c4)OCO5)cc23)cs1	-39
COc1ccc(-c2ccncc2)cc1OC	-11
Cc1ccc(C2=NCC(C)n3nc4cc(C(F)(F)F)ccc4c32)cc1 (centres undefined)	59
CC(C)CNc1ccc2c(c1)OC[C@H](CC(C)C)NS2(=O)=O	-27
CCC[C@H]1[C@H](N(C)Cc2ccccc2)CC[C@@]23CCCN2C(=O)CCC[C@@H]13	15
OC(c1ccccc1)(c1ccccc1)C1CCN(CCCOc2cccc(C(F)(F)F)c2)CC1	-66*
O=C(CC1CC1)N1CC(=O)N2[C@H](CO)[C@@H](c3ccc(Br)cc3)[C@@H]2C1	5
COc1ccc(Nc2cc3c(cn2)nc(-c2ccc(OC)c(OC)c2)n3C)cn1	21
CCCC(=O)OC[C@H]1CN(C2CCCC2)S(=O)(=O)c2c(Oc3ccc(C(C)(C)C)cc3)cccc2O1	4
COc1ccc(CN2c3ccccc3C(=O)CS2(=O)=O)cc1OC	19
O=[N+]([O-])c1nccn1CC(O)CCN1CCOCC1 (centres undefined)	59
Clc1ccc(Cl)c(Cl)c1	-12
Cc1cc(CC(=O)O)c(C)n1-c1ccc(Cl)cc1	1
N=C(N)c1ccc2cc(OC(=O)c3ccc(N=C(N)N)cc3)ccc2c1	0

New compounds follow
SMILES	HCMV antiviral
CCCC(=O)N1CC2(CCN(C(C)=O)CC2)c2c(n(C)c3cc(OC)ccc23)[C@H]1CO	12
COc1ccccc1Cc1c(-c2cccc(Cl)c2)nc2c3ccccc3ccn12	61
CCOc1ccc(N(CC(=O)Nc2c(C)cc(C)cc2C)C2=NC3CS(=O)(=O)CC3S2)cc1 (centres undefined)	-14
COc1cccc(-c2cc3c(Nc4cccc(F)c4)nccc3[nH]2)c1	23
O=C(N[C@H]1CC[C@@]23CCCN2C(=O)CCC[C@H]3[C@H]1Cc1ccccc1)c1ccccc1	6
CCOC(=O)c1ccc(CN2C(=O)C(n3cccc3)c3ccccc32)o1 (centres undefined)	11
C[C@H]1[C@@H](NS(=O)(=O)c2cccc([N+](=O)[O-])c2)CC[C@@]23CCCN2C(=O)CCC[C@@H]13	11
C[C@]12CCCCC3=CC(=O)C=C[C@@]31OCC2	0
C[C@H](c1ccccc1)N1C[C@@H](COCc2ccccc2)Oc2cccc(N3CCCC3)c2S1(=O)=O	u
N#Cc1ccc(NC(=O)N[C@H]2CC[C@@]34CCCN3C(=O)CCC[C@H]4C2Cc2ccccc2)cc1 (some centres undefined)	1
CC1CCCC(NC(=O)c2cc(S(=O)(=O)N3CCCCC3)c[nH]2)C1C (centres undefined)	79
O=C(NCCN1CCC2(CC1)C(=O)NCN2c1ccccc1)c1cccc2c1-c1ccccc1C2=O	48
COC(=O)Cc1nnn2c1[C@H](C)[C@H](c1ccccc1Br)OC[C@@H]2c1ccccc1	-21
COC(=O)c1ccc2nc(-c3ccc(C)cc3)c(Cc3ccccc3)n2c1	44
C/C=C/c1ccc([C@H]2[C@@H](CO)N3CCCCN(C(=O)Cc4ccncc4)C[C@@H]23)cc1	1

Screening results (PubChem BioAssay)
